Assay outcomes: PubChem BioAssay, The Scripps Research Institute Molecular Screening Center
LYPLA2 inh: LYPLA2 inhibitors, primary screen, counter-screen for PME1 inhibitor project, biochemical, fluorescence polarization, FP-Rh probe ABPP. recombinant LYPLA2. inhibition, % at 5.9 µM. 0.38% of 320,000 active. AID 2177, 2009;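 active = inhibition above the screen-wide mean plus 3 SD, limit set per campaign, cut at about 26% in these data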;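 also: 0% = LYPLA2 with DMSO and 100% = wells lacking LYPLA2 enzyme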
Target sequence (O95372 whole entry, looked up): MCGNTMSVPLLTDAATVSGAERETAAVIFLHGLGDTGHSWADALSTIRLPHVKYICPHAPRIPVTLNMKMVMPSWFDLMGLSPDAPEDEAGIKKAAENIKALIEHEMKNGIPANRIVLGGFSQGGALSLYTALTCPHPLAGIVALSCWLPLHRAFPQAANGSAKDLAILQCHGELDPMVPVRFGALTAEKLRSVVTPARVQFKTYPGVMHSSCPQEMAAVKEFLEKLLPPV
PAFAH2 inh: PAFAH2 enzyme inhibitors, primary screen, biochemical, fluorescence polarization, human. recombinant PAFAH2, FP-rhodamine activity probe. Platelet-activating factor acetylhydrolase 2, cytoplasmic (Homo sapiens), Q99487. inhibition, % at 3.39 µM. 0.99% of 340,000 active. AID 492956, 2010;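 active = inhibition above the mean over all tested compounds plus 3 SD, cut at about 30% in these data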;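 also: inhibitors block probe labeling of enzyme so polarization drops; 0% = enzyme with DMSO and 100% = wells lacking PAFAH2 protein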
PAD4 FP inh: human PAD4 inhibitors, primary screen, biochemical, fluorescence polarization, 1536-well format; Protein-arginine deiminase type-4 (Homo sapiens), Q9UM07; recombinant PAD4, RCA probe fluorescence polarization; inhibition, % at 6.36 µM; 0.41% of 330,000 active; AID 485272, 2010;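 active = percent inhibition above a cutoff equal to the mean of all tested compounds plus 3 SD, cut at about 15% in these data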;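 also: 0% = PAD4 with RCA probe and DMSO and 100% = probe without PAD4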
PAFAH1B3 inh: PAFAH1B3 enzyme inhibitors, primary screen, biochemical, fluorescence polarization, human | Platelet-activating factor acetylhydrolase IB subunit alpha1 (Homo sapiens), Q15102 | recombinant PAFAH1B3, FP-rhodamine probe | inhibition, % at 3.39 µM | 0.28% of 340,000 active;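 active = inhibition above the screen-wide average of all tested compounds plus 3 SD, cut at about 25% in these data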;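 also: 0% = enzyme with DMSO only and 100% = wells lacking PAFAH1B3 protein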
Target sequence (Q15102 whole entry, looked up): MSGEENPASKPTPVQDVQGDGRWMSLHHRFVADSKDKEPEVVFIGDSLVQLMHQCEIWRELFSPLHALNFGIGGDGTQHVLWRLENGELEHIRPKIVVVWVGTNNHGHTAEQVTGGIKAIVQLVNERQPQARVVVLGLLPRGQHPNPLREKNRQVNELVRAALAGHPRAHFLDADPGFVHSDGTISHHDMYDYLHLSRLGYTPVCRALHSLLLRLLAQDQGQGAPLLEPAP
GSTO1 counter: inhibitors of recombinant GSTO1, primary screen, counter-screen for RBBP9 inhibitor project, biochemical, fluorescence polarization. activity-based probe fluorescence polarization. inhibition, % at 5.96 µM. 1.1% of 300,000 active. AID 1974, 2009;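 active = inhibition above the campaign mean inhibition plus 3 SD, cut at about 35% in these data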;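 also: 0% = GSTO1-1 with DMSO and 100% = wells lacking GSTO1-1 enzyme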
Target sequence (P78417 whole entry, looked up): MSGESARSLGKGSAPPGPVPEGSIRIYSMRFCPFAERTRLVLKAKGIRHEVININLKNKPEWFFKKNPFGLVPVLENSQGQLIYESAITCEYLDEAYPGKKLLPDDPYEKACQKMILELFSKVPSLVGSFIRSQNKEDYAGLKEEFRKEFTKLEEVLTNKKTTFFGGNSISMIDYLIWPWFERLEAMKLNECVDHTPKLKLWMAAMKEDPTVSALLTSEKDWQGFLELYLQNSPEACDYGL
ZTA counter: counter-screen for EBNA-1 inhibitors: inhibitors of Epstein-Barr virus ZTA. 0.15% of 320,000 active. AID 2234. P03206. ZTA-DNA binding, fluorescence polarization. inhibition, % at 11 µM; in the data active = inhibition above about 33%
Target sequence (P03206 whole entry, looked up): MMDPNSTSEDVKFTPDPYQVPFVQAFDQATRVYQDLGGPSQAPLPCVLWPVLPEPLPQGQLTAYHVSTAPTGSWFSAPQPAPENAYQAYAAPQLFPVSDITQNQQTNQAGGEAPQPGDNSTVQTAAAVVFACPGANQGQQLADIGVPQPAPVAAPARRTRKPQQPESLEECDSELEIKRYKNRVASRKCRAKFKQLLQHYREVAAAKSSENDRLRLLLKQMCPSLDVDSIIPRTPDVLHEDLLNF
EBNA-1 inh: EBNA-1 DNA-binding inhibitors, primary screen, biochemical, fluorescence polarization; 0.34% of 300,000 active; inhibition, % at 14.8 µM; in the data active = inhibition above about 28%
LYPLA1 inh: LYPLA1 inhibitors, primary screen, counter-screen for PME1 inhibitor project, biochemical, fluorescence polarization, FP-Rh probe ABPP. inhibition, % at 5.9 µM. recombinant LYPLA1. AID 2174, 2009. Acyl-protein thioesterase 1 (Homo sapiens), O75608. 0.16% of 320,000 active;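 active = inhibition above the mean of all tested compounds plus 3 SD, set per campaign, cut at about 14% in these data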;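 also: inhibitors block serine hydrolase probe labeling of LYPLA1 so polarization falls; 0% = enzyme with DMSO and 100% = wells lacking LYPLA1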
PREPL inhibitor: PREPL enzyme inhibitors, primary screen, biochemical, fluorescence polarization; 0.68% of 320,000 active; recombinant PREPL, fluorescence polarization activity-based probe; inhibition, % at 5.96 µM; in the data active = inhibition above about 43%;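 also: 0% = enzyme with DMSO and 100% = wells lacking enzyme; many of its hits are not listed in these tables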
* hit, by the source's call; x = no result given.

SMILES	LYPLA2 inh	PAFAH2 inh	PAD4 FP inh	PAFAH1B3 inh	GSTO1 counter	ZTA counter	EBNA-1 inh	LYPLA1 inh	PREPL inhibitor
CCCN1CCC(NC(=O)C2CC=CCC2C(=O)O)CC1 (stereo unspecified)	-8	-4	-2	7	-2	-16	-3	-1	15
C/C(=N\NC(=O)C1CCCN(S(=O)(=O)c2ccccc2)C1)c1ccncc1 (stereo unspecified)	4	-5	-9	11	4	7	-18	2	43*
CCOC(=O)c1c(C)n(CCO)c2ccc(O)cc12	1	-14	-4	1	3	-17	-12	1	0
O=C(O)c1nn(-c2ccccc2)ccc1=O	-8	1	0	1	-1	2	1	-4	-2
FC(F)(F)c1nc2ccccc2[nH]1	-3	x	0	x	1	-3	-3	2	22
O=c1ccc(-c2ccc(S(=O)(=O)N3CCCCC3)o2)n[nH]1	-2	11	1	2	-2	5	5	2	1
Cc1nn(-c2cc(N3CCOCC3)ccc2N)c(=O)c2ccccc12	7	11	-7	5	-6	-10	-25	5	5
CN(C)S(=O)(=O)c1cccc(C(=O)OCC(=O)c2c(N)n(C)c(=O)n(C)c2=O)c1	1	3	-2	4	3	-12	0	-2	3
CCc1cccc(C)c1NC(=O)Cn1c(NCCO)nc2ccccc21	-5	0	-4	0	5	8	-9	1	-6
Cc1ccc(NC(=O)CN2C(=O)N/C(=C\c3ccco3)C2=O)cc1	x	9	0	7	x	x	x	x	13

3 compounds out of the list above, sorted by the value under PAFAH2 inh, low to high:
Molecule	PAFAH2 inh
CCc1cccc(C)c1NC(=O)Cn1c(NCCO)nc2ccccc21	0
Cc1ccc(NC(=O)CN2C(=O)N/C(=C\c3ccco3)C2=O)cc1	9
O=c1ccc(-c2ccc(S(=O)(=O)N3CCCCC3)o2)n[nH]1	11

Next results follow:
SMILES	LYPLA2 inh	PAFAH2 inh	PAD4 FP inh	PAFAH1B3 inh	GSTO1 counter	ZTA counter	EBNA-1 inh	LYPLA1 inh	PREPL inhibitor
CCN(CC)S(=O)(=O)c1ccc(N2CCN(c3ccccc3O)CC2)nc1	7	0	2	6	2	-1	11	-5	36
O=C1N(Cc2cccnc2)C[C@@H]2C[C@@H](c3ccccc3C(F)(F)F)N3CCC[C@@]123	-2	-6	2	-1	-9	-4	-7	0	-1
CCNc1ccc(C(=O)OCC(=O)NCc2ccc(C)cc2)cc1[N+](=O)[O-]	5	1	5	1	2	7	3	1	6
Cc1oc(-c2ccc(Cl)cc2)nc1CN1CCC(C(=O)NCc2ccco2)CC1	6	-16	3	0	-1	-1	8	-1	22
CCCn1c(C)cc(C(=O)COC(=O)c2nccnc2N)c1C	8	12	-1	-2	0	-26	-4	3	9
CCC(=O)Nc1ccc(Cl)c(NC(=S)NC(=O)c2cc3ccccc3o2)c1	-1	-19	-1	-15	2	-3	39*	-4	-4
O=C(CSc1nc2ccccc2c(=O)n1CC1CCCO1)NCCc1ccccc1 (stereo unspecified)	2	-2	-6	2	-1	0	-20	-1	5
CCCCNC(=O)Nc1ccccc1C(=O)Nc1ccc(OC)cc1	3	1	-5	1	5	2	2	-3	-3
O=C(/C=C/c1c(Cl)cccc1Cl)NCc1ccco1	-7	-4	-2	-1	-2	6	-12	1	-7
CCCCC1C2=C(CCCC2=O)OC2=C1C(=O)CCC2	1	-2	0	-6	3	-15	-4	0	0
Cc1cccc(C(=O)NC2C(=O)NNC2c2ccc(Cl)cc2)c1 (stereo unspecified)	1	2	-2	-4	44*	7	2	-2	0
CCC(=O)NC(=S)Nc1ccc(NC(=O)c2cccc([N+](=O)[O-])c2C)cc1	12	1	1	-8	1	-12	1	-6	0
COCCNC(=O)C1CCN(S(=O)(=O)c2ccc3c(c2)OCCO3)CC1	2	2	-1	-4	5	1	2	0	0
O=C(O)C1CCN(C(=O)COc2ccc3c(c2)oc(=O)c2ccccc23)CC1	3	4	1	4	5	-8	2	1	0
COC(=O)c1c(NC(=O)CN2C(=O)c3ccccc3C2=O)sc(Cc2ccc3c(c2)OCO3)c1C	-15	-7	-3	-5	-10	0	10	-5	7
CCc1ccc(OCC(O)CN2CCN(c3ccccn3)CC2)cc1 (stereo unspecified)	-9	2	-3	9	7	-8	-14	0	6
CC(Sc1nnc(C(F)(F)F)n1C)C(=O)Nc1ccc(S(N)(=O)=O)cc1 (stereo unspecified)	8	-2	0	0	6	12	7	-1	-1
Cc1cc(C)cc(N=Cc2ccc([N+](=O)[O-])s2)c1	3	15	-6	21	36*	5	-6	-1	-9
CCOc1ccc(C(=O)Nc2cccc3nsnc23)cc1[N+](=O)[O-]	-5	-8	-7	4	5	0	-5	-3	0
CC(OC(=O)CCc1nc2ccccc2[nH]c1=O)c1ccccc1 (stereo unspecified)	0	0	-1	3	-1	7	-2	-3	-14

Sorted by length of the SMILES (highest first): part of the list above.
SMILES	LYPLA2 inh	PAFAH2 inh	PAD4 FP inh	PAFAH1B3 inh	GSTO1 counter	ZTA counter	EBNA-1 inh	LYPLA1 inh	PREPL inhibitor
COC(=O)c1c(NC(=O)CN2C(=O)c3ccccc3C2=O)sc(Cc2ccc3c(c2)OCO3)c1C	-15	-7	-3	-5	-10	0	10	-5	7
CCC(=O)NC(=S)Nc1ccc(NC(=O)c2cccc([N+](=O)[O-])c2C)cc1	12	1	1	-8	1	-12	1	-6	0
CC(Sc1nnc(C(F)(F)F)n1C)C(=O)Nc1ccc(S(N)(=O)=O)cc1 (stereo unspecified)	8	-2	0	0	6	12	7	-1	-1
CCC(=O)Nc1ccc(Cl)c(NC(=S)NC(=O)c2cc3ccccc3o2)c1	-1	-19	-1	-15	2	-3	39*	-4	-4
COCCNC(=O)C1CCN(S(=O)(=O)c2ccc3c(c2)OCCO3)CC1	2	2	-1	-4	5	1	2	0	0
O=C(CSc1nc2ccccc2c(=O)n1CC1CCCO1)NCCc1ccccc1 (stereo unspecified)	2	-2	-6	2	-1	0	-20	-1	5
Cc1cccc(C(=O)NC2C(=O)NNC2c2ccc(Cl)cc2)c1 (stereo unspecified)	1	2	-2	-4	44*	7	2	-2	0
CC(OC(=O)CCc1nc2ccccc2[nH]c1=O)c1ccccc1 (stereo unspecified)	0	0	-1	3	-1	7	-2	-3	-14
Cc1cc(C)cc(N=Cc2ccc([N+](=O)[O-])s2)c1	3	15	-6	21	36*	5	-6	-1	-9
CCCCNC(=O)Nc1ccccc1C(=O)Nc1ccc(OC)cc1	3	1	-5	1	5	2	2	-3	-3
CCCCC1C2=C(CCCC2=O)OC2=C1C(=O)CCC2	1	-2	0	-6	3	-15	-4	0	0
O=C(/C=C/c1c(Cl)cccc1Cl)NCc1ccco1	-7	-4	-2	-1	-2	6	-12	1	-7

Going on with the list.
SMILES	LYPLA2 inh	PAFAH2 inh	PAD4 FP inh	PAFAH1B3 inh	GSTO1 counter	ZTA counter	EBNA-1 inh	LYPLA1 inh	PREPL inhibitor
Cc1ccc(N2CCCCn3c2nc2c3c(=O)n(CC(=O)O)c(=O)n2C)cc1	-4	1	-3	0	9	0	-1	-1	1
CC1Cc2ccccc2N1C(=O)CSc1nnc(CNc2ccccc2)o1 (stereo unspecified)	3	0	6	3	5	-3	12	1	13
CCc1nc(SCC(=O)N2CCCCC2)c2c(=O)n(C)c(=O)n(C)c2n1	0	-3	2	2	-2	0	0	-3	3
Cc1ccc2nc(/C(C#N)=C/c3ccc(O)c(O)c3)[nH]c2c1	-16	27	-19	47*	46*	-6	6	-19	33
COc1ccc(OCC(=O)N/N=C2\CCc3ccccc32)cc1	4	-2	-3	0	3	14	-1	1	-12
Cc1cccc(OC(C)C(=O)Nc2ccc(N3CCCCC3)cc2)c1 (stereo unspecified)	4	4	4	10	2	2	1	4	44*
O=C(/C=C/c1cccc([N+](=O)[O-])c1)N1CCN(Cc2ccc3c(c2)OCO3)CC1	10	-7	5	-1	1	-2	11	3	10
Cc1c(N/N=C(\C#N)C(=O)c2ccc(Cl)cc2)c(=O)n(-c2ccccc2)n1C	0	-1	1	7	-5	16	7	-3	3
O=C(COC(=O)C1CC2C=CC1C2)Nc1ccccc1 (stereo unspecified)	6	78*	-4	-7	7	-1	4	4	9
Cc1nnc2sc(SCC(=O)Nc3ccc(Cl)cc3)nn2c1=O	6	-5	-2	14	26	-5	-4	3	0
Cc1ccc2c(c1)cc(CN(Cc1ccco1)C(=O)COc1ccccc1)c1nnnn12	-2	-8	-2	1	0	7	15	-2	-7
O=C(Nc1nnc(SCC(=O)N2CCCCC2)s1)c1ccccc1F	-4	0	-1	-1	-7	3	-8	0	10
COC(=O)c1ccc(NC(=O)c2ccccc2CC[N+](=O)[O-])cc1	-2	2	-3	5	-8	11	0	-2	20
CCCCn1c(N)c(N(CCOC)C(=O)CCc2ccc(OC)cc2)c(=O)[nH]c1=O	-5	4	-1	5	-1	8	5	-2	-6
COc1cccc(Cn2c(-c3nonc3N)nc3ccccc32)c1	5	1	-9	-3	2	-3	11	-4	4
CCOC(=O)CCc1c(C)c2ccc(OCC(=O)N(CC)CC)c(C)c2oc1=O	-3	-7	-7	11	0	-4	-4	1	3
CC(C)CNC(=O)NC(=O)COC(=O)COc1ccc(Cl)cc1Cl	-2	6	-2	9	22	-21	-2	-2	5
CCc1cccc(NC(=O)C2CCN(S(=O)(=O)c3ccc4[nH]c(=O)ccc4c3)CC2)c1	5	6	2	-6	3	3	4	-1	29
COCCNC(=O)CN(c1cc(Cl)ccc1OC)S(C)(=O)=O	-3	8	2	11	8	5	-1	-2	5
CCOC(=O)CSc1nc2c(cnn2-c2ccc(C)cc2)c(=O)[nH]1	0	-2	2	5	-6	7	-2	2	0
CC(C)(C)c1nnc(NC(=O)c2ccc3c(c2)OCO3)s1	-2	1	-2	0	2	-24	-4	0	-6
O=C(Nc1ccc(F)cc1F)Nc1ccccc1C(=O)NCCN1CCNC1=O	-8	x	0	x	3	-1	1	-5	2
COCCN(Cc1ccco1)C(=O)C1CCCN(c2ncnc3c2nc2n3CCCCC2)C1 (stereo unspecified)	4	7	2	9	8	-9	-4	2	5
CCC(=O)Nc1ccc(/C(C)=N/NC(=O)c2c(-c3ccccc3Cl)noc2C)cc1	-3	0	-2	4	4	1	6	-2	0
COCCC(=O)N1CCC(Oc2ccc(C(=O)N3CCCCC3CCO)cc2)CC1 (stereo unspecified)	2	0	-4	12	3	2	-2	-1	-5
CCN(Cc1ccccc1)S(=O)(=O)c1nc2nc(C)c(C)c(C)n2n1	-4	-3	1	3	3	-6	9	-2	3
O=C(Nc1ccccc1)c1oc2ccccc2c1NC(=O)C1CC1	0	0	-2	-6	-4	2	0	-4	1
OC1CCCN(c2c3c(nc4cc(-c5cccc(F)c5)nn24)CCCC3)C1 (stereo unspecified)	-10	4	-4	2	-3	10	-1	-5	39
COc1ccc(CCc2nc(-c3cccs3)no2)cc1	3	8	-1	11	9	14	0	0	7
CN(C(=S)NC(=O)c1ccccc1)C1CCCCC1	9	-3	3	8	0	-1	9	1	2

These rows are one share of the data, so the mix of outcomes need not match the whole.
